Screens as filed in PubChem.
Growth percent in the NCI-60 one-dose screen (48 h, 10 µM unless noted): 100 = growth as untreated, 0 = no growth, -100 = all killed.
K-562: K-562 leukemia | AID 1794777 | 78,000 compounds, 7.4% hits
MCF7: MCF7 breast cancer | 82,000 compounds, 6.3% hits | AID 1794796
MOLT-4: MOLT-4 leukemia cells; 80,000 compounds, 6.9% hits; AID 1794779
BT-549: BT-549 breast cancer. 78,000 compounds, 4.4% hits
MDA-MB-468: MDA-MB-468 breast cancer. 78,000 compounds, 8.5% hits
SR: SR leukemia cells; 73,000 compounds, 8.7% hits
MDA-MB-231: MDA-MB-231 breast cancer. 81,000 compounds, 5% hits. AID 1794789
MDA-MB-435: MDA-MB-435 melanoma; AID 1794794; 82,000 compounds, 7.8% hits
The depositor's hits bear a star; x = not tested or not shown; & = joins results of further samples; ! = repeats disagree. Rule for the calls: active = growth percent below 10; inactive = the rest. An unsorted share of the library, and some 15% of all compounds hit somewhere here.

No. | SMILES | K-562 | MCF7 | MOLT-4 | BT-549 | MDA-MB-468 | SR | MDA-MB-231 | MDA-MB-435
1 | CC(COc1ccccc1Cl)OC(=O)C(C)C (centres undefined) | 96 | 101 | 117 | 94 | 114 | 108 | 107 | 107
2 | CCOC(=O)CCC(NC(=O)c1ccc([N+](=O)[O-])cc1)C(=O)OCC (centres undefined) | 123 | 104 | 86 | 95 | 112 | 116 | 104 | 116
3 | CN1CCN(Cc2nnc(CCC(=O)c3nc4ccc([N+](=O)[O-])cc4[nH]3)o2)CC1 | 110 | x | 105 | 101 | 108 | 94 | 114 | 107
4 | CC[C@H](C)OC(=O)c1nn(C(C)=O)c2ccccc12 | 94 | 89 | 104 | 102 | 105 | 117 | 103 | 103
5 | COc1ccc(-n2nc(C(N)=O)nc2-c2cc(OC)c(OC)c(OC)c2)cc1 | 104 | 93 | 99 | x | 116 | x | 105 | 104
6 | CN(Cc1ccccc1)c1nc(Cl)c(C2CC(c3ccccc3)=NN2C=O)s1 (centres undefined) | 68 | 92 | 80 | 60 | 92 | 96 | 89 | 94
7 | COc1ccc(/C=C/c2c(C(=O)/C=C/c3ccc(F)cc3)c(C)nc3ccccc23)cc1 | 10 | 17 | 6.0* | 68 | 51 | x | 55 | 41
8 | C=C(C)C(C(=O)OCC)C(=O)OCC | 106 | 98 | 101 | 105 | 99 | 99 | 103 | 106
9 | COc1ccc2c(c1)C/C(=C\c1cc(-c3ccc4c(c3)OCO4)n[nH]1)C2=O | 60 | 35 | x | 94 | 38 | 74 | 80 | 93
10 | COc1ccc(OC)c(/C=C/C(=O)c2cc(C(=O)/C=C/c3cc(OC)ccc3OC)n3cccc(C)c23)c1 | 106 | 93 | 105 | 105 | 95 | 93 | 87 | 102
11 | COc1cc(NC(=O)c2cccc(-n3cc(-c4ccc(NC(C)=O)nc4)nn3)c2)cc(OC)c1OC | 76 | 87 | 85 | 135 | 85 | 61 | x | 97
12 | COc1ccccc1N1CCN(C2=C(Cl)C(=O)C(C)=C(C)C2=O)CC1 | 88 | 82 | 92 | 106 | 79 | 89 | 90 | 104
13 | COc1ccc(-c2nnc(CSc3nc(-c4ccc(F)cc4)c(C#N)c(=O)[nH]3)o2)cc1 | 98 | 98 | 95 | 93 | 107 | 93 | 104 | 106
14 | O=C(O)c1ccncc1 | 109 | 98 | 97 | 101 | 106 | 97 | 107 | 108
15 | CC(=O)c1ccc(NC(=O)CS(=O)(=O)c2ccc(C)cc2)cc1 | 96 | 100 | 103 | 97 | 93 | 102 | 108 | 104
16 | Cc1ccc(O)c(NC(=O)c2ccccc2Nc2ccnc(C(F)(F)F)c2)c1 | 83 | 72 | 78 | 133 | 88 | 101 | 89 | 113
17 | COC(=O)[C@]1(C)CCC[C@]2(C)[C@H]3C[C@H]4[C@H]5[C@@H]6C/C(=C\c7ccco7)C(=O)[C@H]5[C@@]3(CC[C@H]21)C[C@@]4(C(C)C)O6 | 91 | 68 | 91 | 118 | 97 | 82 | 82 | 98
18 | Cc1nc2ccc(Nc3nc(NCCO)nc(Nc4ccc(F)cc4)n3)cc2n1Cc1ccccc1 | 74 | 80 | 73 | 79 | 87 | 72 | 92 | 97
19 | CCCN(c1ccc(Cl)cc1)c1nc(-c2ccc(Br)cc2)cs1 | 98 | x | 104 | 126 | 107 | 96 | 97 | 104
20 | Clc1ccc(-c2nnc(-c3nc4ccccc4nc3Cl)o2)cc1 | 104 | 85 | 102 | 100 | 100 | 112 | 111 | 104
21 | O=C(Nc1ncccc1OCc1cccc(Cl)c1)NC12CC3CC(CC(C3)C1)C2 | 76 | 76 | 90 | 96 | 90 | 86 | 91 | 97
22 | C[C@@]1(Cl)CCO[C@@H](/C=C/c2ccccc2)C1 | 106 | 97 | 106 | 95 | 101 | 100 | 101 | 103
23 | O=C1Nc2ccccc2/C1=C\c1cccc(/C=C2/C(=O)Nc3ccccc32)n1 | -24* | -70* | -30* | -86* | -33* | x | -52* | -74*
24 | OC1C2CCC(C2)C1CN1CCOCC1 (centres undefined) | 112 | 105 | 110 | 103 | 105 | 121 | 110 | 105
25 | Cc1ccc(OCC(COc2ccc(C)cc2)OCCN(C)C)cc1 | 63 | 90 | 82 | 99 | 82 | 80 | 81 | 96
26 | Cc1cc(C)c2c(n1)sc1c2[nH]c(=O)c2nnn(-c3ccccc3)c21 | 95 | 93 | 97 | 117 | 109 | 99 | 103 | 112
27 | CC1=C2CC/C(C)=C/CC[C@@]3(C)OC3CC/C(C)=C/[C@@H]2OC1 (some centres undefined) | 85 | 103 | 92 | 101 | 100 | 87 | 95 | 104
28 | OC1CC2COCC2CC1O (centres undefined) | 111 | 92 | 115 | x | 109 | 101 | 97 | 84
29 | Cc1ccc(Cl)cc1NC(=O)OCCCl | 82 | 101 | 94 | x | 100 | 94 | 99 | 101
30 | O=C(O)CCC(=O)Nc1ccccc1C(F)(F)F | 101 | 102 | 102 | 105 | 100 | x | 107 | 106
31 | COc1cc(-c2nn(-c3ccc(Cl)cc3)cc2CO)ccc1O | 89 | 96 | 64 | 83 | 119 | 85 | 102 | 107
32 | O=C1Nc2ccccc2/C1=C/c1c(-c2ccccc2)nc2ncccn12 | 82 | 103 | 96 | 92 | 105 | x | 103 | 99
33 | O=C(COc1c(Cl)c(Cl)c(Cl)c(Cl)c1Cl)Nc1cccc(Cl)c1 | 81 | 48 | 83 | x | 84 | 90 | 69 | 95
34 | CCOC(=O)/C(C#N)=C/c1ccccc1OC | 113 | 90 | 103 | 110 | 95 | 100 | 120 | 97
35 | NS(=O)(=O)c1ccc(NCc2nc3ccccc3c(=O)[nH]2)cc1 | 101 | 100 | 93 | 110 | 100 | 98 | 99 | 100
36 | COC(=O)[C@@]1(CCSC)N[C@H](c2ccc(C)s2)[C@@H]2C(=O)N(c3ccc(Cl)cc3)C(=O)[C@@H]21 | 111 | 94 | 95 | 81 | 91 | 90 | 100 | 102
37 | COc1c(F)cccc1/C=C/C(=O)/C=C(O)/C=C/c1cccc(F)c1OC | 97 | 76 | 83 | 105 | 106 | 93 | 111 | 89
38 | c1ccc2c(c1)oc1c3c(ccc12)NCCC3 | 98 | 41 | 97 | 90 | -51* | x | 90 | 106
39 | C1CCC(C2CCCC2)CC1 | 101 | 100 | 97 | x | 107 | 97 | 104 | 106
40 | Cc1cc(O)c(C(C)C)cc1NC(=O)Nc1cc(Cl)ccc1Cl | 91 | 94 | 81 | 100 | 109 | 73 | 86 | 104
41 | CS(=O)(=O)Nc1ccc(C(=O)NC(C(=O)NO)c2ccc(N3CCC(F)CC3)cc2)cc1 (centres undefined) | 111 | 101 | 104 | 104 | 97 | 141 | 109 | 107
42 | Clc1ccc(C=Nc2ccc3c(c2)Cc2ccccc2-3)cc1 | 108 | 90 | 109 | x | 107 | 105 | 95 | 106
43 | COc1ccc(-c2cnc(SCC(=O)Nc3ccc(-c4nc5ccccc5s4)cc3)n2-c2ccc(OC)cc2)cc1 | 108 | 47 | 105 | 108 | -13* | 99 | 111 | 114
44 | COC(=O)[C@]12CC[C@@H](C)[C@H](C)[C@@H]1C1=CC[C@@H]3[C@@]4(C)C[C@@H](OC(=O)/C=C/c5ccccc5)[C@H](O)[C@@](C)(CO)[C@@H]4[C@H](O)C[C@@]3(C)[C@]1(C)CC2 | 2.0* | 14 | 0.8* | 34 | -19* | -18* | -73* | 11
45 | Cc1cccc(OCC(O)CN2CCN(c3ccc(Cl)cc3)CC2)c1 (centres undefined) | 97 | 87 | 97 | 100 | 112 | x | 99 | 111
46 | C#C[C@@]1(O)[C@@H](CO)O[C@@H](n2cnc3c(-c4ccc(F)cc4)ncnc32)[C@@H]1O | 101 | 92 | 92 | 96 | 111 | 96 | 118 | 99
47 | COc1cc(-c2nn(-c3cccc(NC(=O)c4ccc(N5CCOCC5)c(C(F)(F)F)c4)c3)cc2-c2ccncc2)ccc1Cl | 1.2* | 8.9* | 4.1* | 14 | -38* | x | -25* | -35*
48 | COc1ccc(N2CCN(Cc3nnc4n(Cc5ccccc5)c(=O)c5c6c(sc5n34)CCCC6)CC2)cc1 | 107 | 97 | 84 | 99 | 105 | 94 | 105 | 104
49 | OCC1OC(Oc2c(Br)cc(Br)cc2Br)C(O)C(O)C1O (centres undefined) | 94 | 101 | 97 | 106 | 114 | 83 | 104 | 118
50 | O=c1ccc(=O)n(-c2nc(-c3ccc(Cl)cc3)cs2)[nH]1 | 78 | 70 | 74 | 82 | 82 | 57 | 75 | 87

51	BrCc1cccc(C[P+](c2ccccc2)(c2ccccc2)c2ccccc2)c1
52	Clc1ccc(-c2cc(-c3ccccc3)nc(NCCNc3ccnc4cc(Cl)ccc34)n2)cc1
53	O=Nc1c(O)ccc2ccccc12
54	Nc1nc2c([nH]1)c1[nH]c3ccccc3c1c1[nH]c3ccccc3c21
55	COc1ccc2[nH]c(=O)c(CNc3ccc(Nc4nccc(-c5ccc6ccccc6c5)n4)cc3)cc2c1
56	O=C(/C=C/CN1CCCCC1)Nc1cc2c(Nc3ccc(F)c(Cl)c3F)ncnc2cc1OCCOC(F)F
57	COc1ccc(NC(=O)Nc2ccccc2CNc2nc(Nc3ccc(OCCN4CCCC4)cc3)ncc2Cl)cc1
58	C=CCCCCCCCCCC(C(=O)O)C(=O)O
59	CCNc1nc(-c2ccc(F)cc2)c(C#N)c(=O)n1C
60	COc1ccc(C(O)C2=CC(=O)c3ccccc3C2=O)cc1 (centres undefined)

| compound no. | 51 | 52 | 53 | 54 | 55 | 56 | 57 | 58 | 59 | 60 |
| --- | --- | --- | --- | --- | --- | --- | --- | --- | --- | --- |
| K-562 | 29 | 0.3* | 88&51 | -42* | 82 | 7.2* | 0.6* | 96 | 100 | 57 |
| MCF7 | 53 | -77* | 78&68 | 14 | 65 | 18 | -61* | 99 | 63 | 60 |
| MOLT-4 | 85 | -1.5* | 73&71 | -12* | 58 | 1.3* | 1.8* | 92 | 72 | 19 |
| BT-549 | 93 | 88 | 91&94 | 65 | 111 | 18 | 32 | 100 | 42 | 116 |
| MDA-MB-468 | -12* | -80* | 81&79 | -57* | 78 | -49* | -44* | 97 | 45 | 66 |
| SR | 50 | 29 | 88&24 | -25* | 63 | 12 | 12 | 87 | 50 | 50 |
| MDA-MB-231 | 93 | -69* | 63&57 | -39* | 100 | -4.2* | -59* | 106 | 34 | 78 |
| MDA-MB-435 | 18 | -57* | -84*! | 1.1* | 87 | 8.1* | -71* | 102 | 75 | x |

61	N#Cc1ccc(NC(=O)CSc2ccc(-c3ccccc3)nn2)cc1
62	COC(=O)c1ccc[n+](Cc2ccccc2)c1
63	COc1ccc(C2=N[C@@H](Cc3ccccc3)C(=O)c3c(nc4ccccn34)N2)cc1
64	O=C(NCc1ccccc1)c1ccccc1
65	O=C(Nc1cccc(N=Cc2ccccc2O)c1)c1ccccc1
66	O=C(COc1ccccc1)c1ccccc1
67	O=c1c(/C=C/c2c(O)ccc3ccccc23)nnc2sc(-c3cccc(Br)c3)nn12
68	CCCC1=CC(=O)N=C2SCC(=O)C12 (centres undefined)
69	O=C(Nc1ccc(F)cc1)OCCOc1ccc([N+](=O)[O-])cc1
70	CCCNCCS

| compound no. | 61 | 62 | 63 | 64 | 65 | 66 | 67 | 68 | 69 | 70 |
| --- | --- | --- | --- | --- | --- | --- | --- | --- | --- | --- |
| K-562 | 60 | 95 | 86 | 105 | 104 | 113 | 80 | 97 | 101 | 104 |
| MCF7 | 74 | 96 | 90 | 101 | 99 | 99 | 50 | 101 | 100 | 94 |
| MOLT-4 | 50 | 85 | 113 | 100 | 104 | 107 | 43 | 92 | 108 | 106 |
| BT-549 | 76 | 104 | 85 | 105 | 110 | 97 | 79 | 96 | 96 | 112 |
| MDA-MB-468 | 77 | 110 | 99 | 108 | 104 | 107 | 67 | 99 | 92 | 105 |
| SR | 50 | 99 | 105 | 93 | 108 | 129 | 39 | 84 | 100 | x |
| MDA-MB-231 | 87 | 109 | 121 | 107 | 121 | 116 | 45 | 119 | 109 | x |
| MDA-MB-435 | 86 | 102 | 51 | 112 | 98 | 106 | 77 | 98 | 103 | 98 |

71	CC(N)c1ccc2ccccc2c1O (centres undefined)
72	Cc1csc(/N=C(N)/N=C(\N)c2cccc(C#N)c2)n1
73	Nc1c(C(=O)Nc2ccccn2)sc2nc3c(cc12)CCCCC3
74	CC1(C)CCCC2(C)C1CCC1(C)OC(=O)CCC12 (centres undefined)
75	CCCCc1c(CCC)c(=N)c2ccccc2n1C
76	Cn1ncc2c(=O)nc3c(-c4nc5ccccc5[nH]4)n[nH]n3c21

| compound no. | 71 | 72 | 73 | 74 | 75 | 76 |
| --- | --- | --- | --- | --- | --- | --- |
| K-562 | 91 | 43 | 7.3* | 91 | 8.2* | 81 |
| MCF7 | 77 | 78 | 20 | 98 | 50 | 103 |
| MOLT-4 | 114 | 86 | 16 | 89 | 61 | 96 |
| BT-549 | 123 | 73 | 53 | 93 | 88 | 112 |
| MDA-MB-468 | 101 | 101 | 28 | x | 74 | 113 |
| SR | 108 | 30 | 8.0* | 103 | 6.8* | 84 |
| MDA-MB-231 | 77 | 89 | 47 | 111 | 43 | 115 |
| MDA-MB-435 | 105 | -6.5* | -25* | 99 | 65 | 114 |

From compound 70 as far as 73, copied from above:
70	CCCNCCS
71	CC(N)c1ccc2ccccc2c1O (centres undefined)
72	Cc1csc(/N=C(N)/N=C(\N)c2cccc(C#N)c2)n1
73	Nc1c(C(=O)Nc2ccccn2)sc2nc3c(cc12)CCCCC3

| compound no. | 70 | 71 | 72 | 73 |
| --- | --- | --- | --- | --- |
| K-562 | 104 | 91 | 43 | 7.3* |
| MCF7 | 94 | 77 | 78 | 20 |
| MOLT-4 | 106 | 114 | 86 | 16 |
| BT-549 | 112 | 123 | 73 | 53 |
| MDA-MB-468 | 105 | 101 | 101 | 28 |
| SR | x | 108 | 30 | 8.0* |
| MDA-MB-231 | x | 77 | 89 | 47 |
| MDA-MB-435 | 98 | 105 | -6.5* | -25* |
